# MLLE-PAM2 inh – inhibitors of microRNA-mediated deadenylation, human PABP1 MLLE binding. 360,000 tested, 0.36% active. AID 588489. inhibition, % at 20 µM. GST-MLLE / FITC-PAM2 fluorescence polarization. P11940; in the data active = inhibition above about 35%, passing the limit was not always enough;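 also: plate controls were DMSO wells with GST-MLLE for no effect and wells lacking GST-MLLE protein for full effect; some results filed as inactive read as strong as hits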
# Target sequence (P11940 whole entry, looked up): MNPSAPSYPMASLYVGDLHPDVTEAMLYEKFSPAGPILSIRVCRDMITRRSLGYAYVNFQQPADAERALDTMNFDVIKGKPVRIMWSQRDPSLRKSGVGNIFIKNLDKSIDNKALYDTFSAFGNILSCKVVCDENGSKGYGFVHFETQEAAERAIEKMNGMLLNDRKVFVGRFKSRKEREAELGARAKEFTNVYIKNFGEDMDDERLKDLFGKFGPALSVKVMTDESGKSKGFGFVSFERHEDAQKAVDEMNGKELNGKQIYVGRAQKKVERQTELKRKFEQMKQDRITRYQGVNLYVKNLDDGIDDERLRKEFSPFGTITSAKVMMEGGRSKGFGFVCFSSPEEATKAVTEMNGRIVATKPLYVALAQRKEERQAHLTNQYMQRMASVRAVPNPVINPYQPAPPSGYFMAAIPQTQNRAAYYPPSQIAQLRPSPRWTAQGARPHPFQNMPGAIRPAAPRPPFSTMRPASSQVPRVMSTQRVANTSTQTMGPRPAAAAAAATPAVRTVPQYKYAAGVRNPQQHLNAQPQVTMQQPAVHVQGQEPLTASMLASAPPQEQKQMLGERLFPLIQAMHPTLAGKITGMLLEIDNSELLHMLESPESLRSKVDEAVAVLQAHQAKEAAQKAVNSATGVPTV
# bovine MsrA act – activators of bovine methionine sulfoxide reductase A; purified bovine MsrA, absorbance read-out; activation, % at 10.6 µM; 360,000 tested, 0.3% active; in the data active = activation above about 7.5%;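 also: 0% = vehicle and 100% = reference activator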
# E coli Lon inh – inhibitors of E. coli Lon protease; AID 602123; P0A9M0; inhibition, % at 7.94 µM; 360,000 tested, 0.42% active; purified E. coli Lon protease, fluorescence polarization; in the data active = inhibition above about 13%, passing the limit was not always enough;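 also: 0% = enzyme with probe and DMSO and 100% = no enzyme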
# SKN-1 inh – inhibitors of C. elegans SKN-1 | C. elegans VP596 Pgst-4::GFP/RFP ratio, acrylamide-induced, 24 h | inhibition, % at 21.8 µM | 360,000 tested, 0.49% active;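 active = interference check ratio from 0.5 to 1.5 plus GFP to RFP signal ratio inhibition reaching or exceeding a fixed threshold, cut at about 30% in these data, passing the limit was not always enough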; also: some compounds called inactive have numbers as strong as hits
# FAS-TE inh – inhibitors of human fatty acid synthase thioesterase domain. 360,000 tested, 0.67% active. P49327. recombinant FAS-TE, OMFH fluorogenic substrate, fluorescence endpoint. inhibition, % at 15 µM;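 active = compounds whose normalised, plate-corrected inhibition of enzyme fluorescence in the single-dose primary screen is 50% or more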;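 also: 0% = DMSO with enzyme and 100% = substrate without enzyme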
# MsrA inh – bovine MsrA inhibition; purified bovine MsrA, absorbance read-out; inhibition, % at 15.5 µM; AID 651718; 360,000 tested, 0.75% active; in the data active = inhibition above about 4.5%;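 also: 0% = vehicle wells with enzyme and 100% = reference inhibitor wells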
# TbMetRS inhib – blocks T. brucei methionyl-tRNA synthetase activity | purified T. brucei MetRS, ATP depletion, Kinase-Glo luminescence | inhibition, % at 11.9 µM | 360,000 tested, 0.4% active;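 active = inhibition above a per-plate cutoff of the control wells' mean inhibition plus 3 SD, cut at about 5.5% in these data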;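 also: 0% = DMSO wells median and 100% = median of wells with control inhibitor compound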
#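 Test system: purified T. brucei MetRS enzyme. Also added: ATP, methionine and E. coli bulk tRNA substrates. Compound: 11.9 µM single point. Schedule: 15 min enzyme-compound preincubation, 2 h reaction, 10 min detection, 25 °C. Signal: luciferase luminescence of residual ATP, Kinase-Glo. Evaluation: percent inhibition versus plate control medians. Controls: DMSO wells, low control.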
# CendR NRP1 mod – modulators of CendR peptide binding to human neuropilin-1. FAM-RPARPAR peptide binding to NRP-1, fluorescence polarization. 360,000 tested, 0.85% active. inhibition, % at 25 µM. O14786. AID 602438;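 active = inhibition or corrected inhibition above about 18%, plus a signal ratio from 0.5 to 1.5, limit read from the data, passing the limit was not always enough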; also: strong numbers were not always called active
# MT1-MMP act inh – blocks activation of human MT1-MMP; P50281; HT1080 RFP-PRO-GFP cells, GFP/RFP ratio fluorescence, overnight; percent of plate control window, DMSO zero; GFP/RFP ratio change, % at 20 µM; 360,000 tested, 0.061% active; AID 651647;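 active = GFP/RFP ratio change of at least 30% with cell ATP level not reduced by more than half and red fluorescence within 50% of control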; also: strong numbers were not always called active
#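 Material – HT1080 RFP-PRO-GFP cells · Control set – DMSO wells and RFP-L50D-GFP cells · Incubation – overnight cell settling, then overnight compound exposure, 37 °C, 5% CO2 · Compound dosing – single-point 20 µM compound, 1% DMSO · Read-out – GFP/RFP fluorescence ratio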
# Active calls of the source: *; i = inactive; · = not tested or not shown.
SMILES,MLLE-PAM2 inh,bovine MsrA act,E coli Lon inh,SKN-1 inh,FAS-TE inh,MsrA inh,TbMetRS inhib,CendR NRP1 mod,MT1-MMP act inh
Clc1ccccc1CN1CCN(/N=C/C=C/c2ccco2)CC1,16,-1,1,5,18,1.1,0.0,-6,-1
CCc1ccc(NC(=O)CCC(=O)c2ccccc2)cc1,0,-2,-14,1,2,-1.6,0.3,2,1
COc1ccc(Br)cc1CNC(=O)C1CCCN(c2nc3ccccc3o2)C1 (stereo unspecified),1,-5,3,-14,10,-0.3,0.0,1,0
Nc1c2c(nc3cccc(Cl)c13)N(c1ccccc1)CC2,-22,-3,-5,17,8,-2.0,-0.6,-14,-5
COc1ccc(OCCNc2cc(N3CCCCC3)ccc2[N+](=O)[O-])cc1,11,-5,7,17,30,-0.6,-0.3,-1,4
COc1cc(/C=N/n2cnnc2)ccc1OCCSc1ccc(C)cc1,25,-4,-1,2,-1,0.5,-1.0,18,3
CC[C@H](C)[C@H](NC(N)=O)C(=O)NCCc1ccc(OC)cc1,-6,-4,-3,-4,-5,0.5,-0.5,-2,-2
O=C(Nc1ccc(F)cc1)NC1CCCCC1,12,-6,1,-2,-10,1.7,-0.9,-2,2
NC(=O)c1oc2ccccc2c1NC(=O)CS(=O)(=O)c1ccccc1,-19,-9,2,3,-7,1.9,-0.8,1,-6
COC(=O)c1cc(NC(=O)COC(=O)CCc2nc3ccccc3c(=O)[nH]2)cc(C(=O)OC)c1,-24,-9,-1,5,-13,0.1,-0.5,-5,1
COc1ccc(C2C(C#N)=C3NC(=O)c4c(sc5c4CCCCC5)N3C3=C2C(=O)CC(C)(C)C3)cc1 (stereo unspecified),-38,-4,-35,25,47,0.5,-0.1,-113,-146
O=C(NCCc1ccccc1)C(=O)NN=C1CCCC1,-5,-2,-5,-1,-3,-0.5,-0.4,8,1
Cc1cc(N2C(=O)C(O)=C(C(=O)c3ccco3)C2c2ccc([N+](=O)[O-])cc2)no1 (stereo unspecified),-10,-12,-2,-2,1,2.3,0.6,1,0
O=C(c1ccccc1)c1ccccc1NC(=O)C1CCCN1Cc1ccccc1 (stereo unspecified),1,0,-2,6,28,-1.0,-0.4,4,-5
COc1ccc(C(=O)CCC(=O)Nc2cccc(Cl)c2)cc1,-8,-9,1,-6,2,0.2,-0.6,-16,-6
CN1C(=O)NC(NC(=O)c2ccncc2)(C(F)(F)F)C1=O (stereo unspecified),-6,-10,-1,-17,-6,0.3,-1.2,7,5
COc1ccc(C=NNC(=O)CCCC(=O)NN=Cc2ccc(OC)c(O)c2)cc1O,-3,-4,-3,0,-8,1.6,-0.2,-8,-2
Cc1ccc(N2CC(C(=O)Nc3ccc4c(c3)OCCO4)CC2=O)cc1 (stereo unspecified),1,-2,0,2,-2,0.8,0.5,7,1
CCOc1ccc(CN2CCN(Cc3cnc(-c4ccccc4)s3)CC2CCO)cc1 (stereo unspecified),-8,-12,0,-16,-2,-0.3,-1.9,9,-2
CN(C[C@H](Cc1ccccc1)N(C[C@@H](Cc1cccc2ccccc12)N(CCc1ccccc1)N=O)N=O)N=O,-3,1,6,15,13,-0.1,0.6,9,5
CC(=N\NC(=O)c1ccc([N+](=O)[O-])cc1)/C(=N/O)C(=O)Nc1ccccc1,-9,-2,6,10,13,0.7,-0.3,-4,-1
COc1ccc(C=C(NC(=O)c2ccccc2)C(=O)O)cc1OC,-2,-4,-3,6,-8,2.5,-0.4,20,3
CC1CCN(C(=O)c2ccc(CNc3c(N4CCCC4)c(=O)c3=O)cc2)CC1,7,-3,6,-9,-1,2.2,-0.8,-15,6
O=C(/C=C/c1ccccc1Cl)c1ccc(O)cc1,-15,-3,6,14,-1,3.4,-0.6,-2,-6
CCOC(=O)CCC(NC(=O)c1ccc(CNc2nc3cc(C(F)(F)F)ccc3nc2C(=O)OCC)cc1)C(=O)OCC (stereo unspecified),17,-9,3,-15,7,0.7,-0.6,-2,-1
O=S(=O)(c1ccccc1Cl)N1CCC(Cc2ccccc2)CC1,8,-3,-5,-4,23,0.0,-0.9,6,3
Cc1cc(NC(=O)c2sc(Nc3ccc(F)c(Cl)c3)nc2N)no1,-6,-6,-9,17,0,1.1,-0.5,-3,6
COc1cccc(Nc2nc(N)nc(CCl)n2)c1,-17,-3,5,5,-3,0.6,0.1,5,-3
CCOc1ccccc1-n1c(C)cc(C=O)c1C,-3,2,7,-3,-3,-0.4,0.0,-10,3
O=C(CCN1CCc2ccccc2C1)Nc1cccc(F)c1,0,-3,-8,15,-4,-0.3,-0.1,-4,0
COC(=O)/C=C1/N/C(=N\c2nc(C)cc(C)n2)N(c2ccc(C)c(C)c2)C1=O,6,-6,1,1,-4,2.1,-1.4,-10,2
COc1ccc(NS(=O)(=O)c2ccc(C)c(C(=O)N3CCCCCCC3)c2)cc1,12,4,2,14,-2,-1.1,-0.2,9,-1
Cc1ccc(C)c(NC(=O)C2CCCN2S(=O)(=O)c2ccc3c(c2)n(C)c(=O)c(=O)n3C)c1 (stereo unspecified),11,-3,-2,-18,-3,2.0,-0.7,-2,-1
CCOc1ccc(CNC(=O)C2CCN(S(=O)(=O)c3ccc4c(c3)CCCC(=O)N4)CC2)cc1,-5,0,7,1,-5,-0.3,0.1,14,2
COCCCNc1nc2c(-c3ccc(Cl)cc3)nnn2c2ccccc12,10,-1,-3,-3,-7,-0.6,-0.1,-6,1
Cc1cccc(CS(=O)(=O)c2ncc(Cl)c(C(=O)Nc3nnc(C(C)C)s3)n2)c1,17,-9,-3,-5,8,·,-0.1,-3,-4
C=CCNc1nc(NCCOC)c2sc(-c3ccccc3)cc2n1,-8,-3,-3,20,-4,0.8,-0.4,0,10
CN(CCc1cnn(C)c1)Cc1cn[nH]c1-c1ccc(-c2ccccc2)cc1,0,-3,2,7,-8,·,0.9,10,2
CC1(C(=O)NS(=O)(=O)Cc2cccc(Cl)c2)CCN1C(=O)Cc1ccccc1 (stereo unspecified),-3,0,-2,6,-1,0.0,-0.2,-4,-1
CC(C)(C)CN1CCNC[C@H]1Cc1ccc(O)cc1,1,-1,3,3,-8,-0.5,-0.1,5,0
O=C(NCCN1CCN(C(=O)c2ccc([N+](=O)[O-])cc2)CC1)C(=O)NCc1ccccc1,5,-3,-3,11,0,-0.9,0.0,8,1
N#C/C(=C/c1ccccc1[N+](=O)[O-])c1nnc2n1CCCCC2,14,-4,6,4,5,-0.9,-0.8,-9,3
C=CCC[C@@H](CCCCC)OC(=O)/C=C/[C@@H](O)[C@H](O)C[C@@H](O)CC=C,·,-5,6,9,-2,0.8,-1.5,2,7
COc1ccccc1/C=C/CN1CCC(Oc2cc(C(=O)NC3CC3)ccc2OC)CC1,-7,-2,-7,7,-1,-0.4,0.4,-1,0
O=C(Cn1c(NCCO)nc2ccccc21)NCCc1ccc(F)cc1,2,-11,0,1,-5,-1.5,-1.2,1,1
CSc1nc2ncnc(N)c2[nH]1,19,-2,-1,10,-8,-0.7,-0.5,-5,2
COc1ccc(Cc2nnc(SCC(=O)Nc3ccc(C)cc3)n(N)c2=O)cc1,-1,-2,3,20,-11,1.1,0.1,2,-1
NC(=O)CSc1nnc(NC(=O)c2ccc(S(=O)(=O)N3CCOCC3)cc2)s1,5,-4,7,5,-4,1.4,0.0,10,0
Cc1nn(-c2ccc(C(=O)O)cc2)c(C)c1Oc1ccccc1O,13,0,-8,12,-4,-0.9,-0.3,-1,3
CCn1nc(C)c(CN2CCC(n3nccc3NC(=O)c3ccccc3OC)CC2)c1C,6,-2,11,7,-4,-1.1,0.0,9,-2
COc1ccccc1CNC(=O)C1(C)CCCCN1C (stereo unspecified),-3,-5,10,6,-8,1.3,-0.3,-3,5
O=C(Nc1ccccc1F)N(CCCN1CCOCC1)Cc1cc2cc3c(cc2[nH]c1=O)OCCO3,-10,-1,3,12,-5,2.0,-0.2,5,3
CC[C@]12c3[nH]c4cc(-c5ccco5)ccc4c3CCN1C(=O)[C@@H](CC(=O)NCc1ccc(OC)c(OC)c1)C[C@@H]2C(=O)N1CCN(C(=O)C2CC2)CC1,-15,-1,-1,5,-2,0.2,0.0,-11,1
O=C(COC(=O)c1cc([N+](=O)[O-])ccc1N1CCOCC1)Nc1cc(F)ccc1F,-5,-4,-3,-2,85*,2.4,-0.2,-7,-6
Cc1cccc2nc(-c3cccc(NC(=O)c4ccc(Cl)cc4)c3)cn12,-1,-10,-5,7,16,0.8,-0.2,-15,5
O=C1C(NS(=O)(=O)c2ccc(Br)cc2)=C(N2CCCCC2)C(=O)c2ccccc21,12,-4,3,3,9,1.8,-0.5,7,7
N#Cc1ccccc1COC(=O)c1cccnc1N,12,-2,-1,7,-3,0.7,0.3,4,-4
CN(C)C(=O)c1ccc(SC(=S)NCc2ccccc2)cc1,31,-2,-4,-4,46,0.1,-0.5,14,-2
CCN(CC)C(=O)c1ccc(S(=O)(=O)NCc2cccnc2)cc1,-4,-10,0,-9,-7,0.1,-1.4,-10,-4
CCN(CC)C(=O)CSc1nc(N)c2c3c(sc2n1)CC(C)CC3 (stereo unspecified),-1,3,-5,2,2,0.0,-0.5,-5,3

# Some of the entries above in a different format.
# The line under a structure holds: MLLE-PAM2 inh	bovine MsrA act	E coli Lon inh	SKN-1 inh	FAS-TE inh	MsrA inh	TbMetRS inhib	CendR NRP1 mod	MT1-MMP act inh
> O=C(COC(=O)c1cc([N+](=O)[O-])ccc1N1CCOCC1)Nc1cc(F)ccc1F
    -5	-4	-3	-2	85*	2.4	-0.2	-7	-6
> CCN(CC)C(=O)CSc1nc(N)c2c3c(sc2n1)CC(C)CC3 (stereo unspecified)
    -1	3	-5	2	2	0.0	-0.5	-5	3

# (more compounds)
SMILES,MLLE-PAM2 inh,bovine MsrA act,E coli Lon inh,SKN-1 inh,FAS-TE inh,MsrA inh,TbMetRS inhib,CendR NRP1 mod,MT1-MMP act inh
C#CCNC(=O)C[C@@H]1C[C@@]2(C(=O)OC)CCCCC=C2N(Cc2ccc3c(c2)OCO3)C1=O,·,·,·,9,·,-0.2,-0.2,14,6
CCOCCCNc1nc2c(C)cccn2c(=O)c1/C=C1\SC(=S)N(C(C)CC)C1=O (stereo unspecified),i,-1,-115,76,-123,-0.5,-0.6,134,-34
COCCN(C(=O)COC(=O)C1CCCCC1)c1c(N)n(Cc2ccccc2)c(=O)[nH]c1=O,1,-4,-17,6,-6,1.1,-0.4,-4,-1
CCC(CO)Oc1cc(NC(=O)c2ccccc2Cl)c2ncn(C(C)C)c2c1 (stereo unspecified),6,-3,4,-5,-7,0.7,-0.1,-8,1
Oc1ccccc1C=NN=CC=Cc1ccccc1,-10,-4,4,7,0,1.4,0.3,-1,4
O=[N+]([O-])c1cccc(OCC(O)CN2CCN(S(=O)(=O)c3cc(Cl)ccc3Cl)CC2)c1 (stereo unspecified),1,-2,-2,-10,48,1.9,-0.3,2,1
COc1ccc(NC(=O)C2CSC(C)(C)N2C=O)cc1 (stereo unspecified),8,-1,2,-21,-4,1.1,-0.2,-6,2
CCCCNC(=O)c1c(CSc2ccc(Cl)cc2)noc1C(=O)NCc1ccccc1,1,0,-8,21,24,0.4,-0.2,-8,3

# Screening data: PubChem BioAssay, several laboratories
